GPR151 ag – human GPR151 activation. PathHunter beta-arrestin GPR151 cells, luminescence. activation, % at 11.2 µM. 650,000 tested, 1% active. AID 1508602; in the data active = activation above about 4.9%;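 also: 0% = median of compound wells and 100% = cells with positive control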
FBW7 activator – activators of human E3 ligase FBW7 | Q969H0 | AlphaScreen FBW7–phospho-cyclin E peptide binding, activator screen | normalized activity (activation), % at 26.1 µM | 650,000 tested, 0.13% active | AID 1259310; in the data active = normalized activity above about 1.9%;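 also: purified mutant Fbw7 with reduced substrate affinity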
Target sequence (Q969H0 whole entry, looked up): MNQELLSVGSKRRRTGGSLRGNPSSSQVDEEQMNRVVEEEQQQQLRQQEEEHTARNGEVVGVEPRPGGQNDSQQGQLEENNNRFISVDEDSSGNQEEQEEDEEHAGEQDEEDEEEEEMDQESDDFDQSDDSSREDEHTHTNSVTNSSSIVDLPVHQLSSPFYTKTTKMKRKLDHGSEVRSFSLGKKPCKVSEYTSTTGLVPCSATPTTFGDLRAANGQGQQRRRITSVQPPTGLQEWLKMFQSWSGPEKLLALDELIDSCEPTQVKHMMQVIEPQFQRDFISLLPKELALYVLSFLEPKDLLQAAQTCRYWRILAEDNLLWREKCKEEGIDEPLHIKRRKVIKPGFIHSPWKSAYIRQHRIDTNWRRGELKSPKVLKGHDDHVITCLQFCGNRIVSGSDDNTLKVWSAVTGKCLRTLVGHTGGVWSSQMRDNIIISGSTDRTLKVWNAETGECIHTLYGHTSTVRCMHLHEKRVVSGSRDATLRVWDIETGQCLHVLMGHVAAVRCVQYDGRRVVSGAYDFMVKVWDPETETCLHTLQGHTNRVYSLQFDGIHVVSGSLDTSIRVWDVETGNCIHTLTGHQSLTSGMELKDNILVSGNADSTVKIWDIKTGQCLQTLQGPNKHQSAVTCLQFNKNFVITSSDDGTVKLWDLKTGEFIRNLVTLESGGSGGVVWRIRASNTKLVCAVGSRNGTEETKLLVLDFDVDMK
TEAD-YAP block – TEAD-YAP interaction inhibition. 640,000 tested, 1.4% active. AID 1259422. inhibition, % at 9.12 µM. HEK-TIYL cells, TEAD-Gal4/YAP UAS-luciferase luminescence; in the data active = inhibition above about 32%;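 also: 0% = median of test compound wells and 100% = reference inhibitor wells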
MITF inh – human MITF inhibition, primary screen; O75030; AlphaScreen MITF homodimerization, bead proximity signal; inhibition, % at 2.6 µM; 650,000 tested, 0.91% active; AID 1259374; in the data active = inhibition above about 50%;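 also: 0% = vehicle wells with protein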
The depositor's hits bear a star; & = joins results of further samples.

The first three records (preview)
SMILES	GPR151 ag	FBW7 activator	TEAD-YAP block	MITF inh
Cc1cc(C(=O)N2CCC(C(Cc3ccccc3C)N(C)C(=O)Cn3cccn3)CC2)n[nH]1 (centres undefined)	-1.5	0.1	0	11
O=C(O)c1ccccc1NC(=O)c1cc(Cl)c(Cl)cc1C(=O)O	-1.0	-0.1	-12	1
COc1ccccc1NC(=O)C(C(C)C)N1Cc2ccccc2C1=O (centres undefined)	-1.0	0.1	-8	-18

All compounds of this part, from the start:
SMILES	GPR151 ag	FBW7 activator	TEAD-YAP block	MITF inh
Cc1cc(C(=O)N2CCC(C(Cc3ccccc3C)N(C)C(=O)Cn3cccn3)CC2)n[nH]1 (centres undefined)	-1.5	0.1	0	11
O=C(O)c1ccccc1NC(=O)c1cc(Cl)c(Cl)cc1C(=O)O	-1.0	-0.1	-12	1
COc1ccccc1NC(=O)C(C(C)C)N1Cc2ccccc2C1=O (centres undefined)	-1.0	0.1	-8	-18
CCCCCn1c(SCc2ccccn2)nc2cc(C(=O)N3CCN(C(=O)OCC)CC3)ccc2c1=O	0.3	-0.1	5	3
Cn1c(=O)c2c(ncn2CCNC2=NCCC2)n(C)c1=O	0.9	0.1	6	9
O=C(COc1ccccc1Br)Nn1c(SCC(=O)c2ccc(F)cc2)nc2ccsc2c1=O	-0.8	0.1	-1	-2
COCCCNC(=O)CC(=O)N/N=C/c1cccc(OC)c1OC	-0.6	0.1	-4	13
Cn1c2ccccc2c2c(C(=O)N3CCOCC3)cn(C3CCCCC3)c(=O)c21	0.3	-0.2	1	0
CC(=O)Nc1ccc(S(=O)(=O)NCCNc2ccc([N+](=O)[O-])cc2Cl)cc1	0.0	0.1	-2	13
CCCc1nnc(SCC(=O)N2CCCCC2C)n1CC1CCCO1 (centres undefined)	0.0	0.1	1	-7
O=C(CN1CCOCC1)Nc1ccc(Cl)cc1Cl	2.9	0.1	-2	6
Cc1cccc(OCC(=O)N/N=C\c2ccccc2OCC(=O)O)c1C	-1.2	0.4	3	13
Oc1ccc(Cl)cc1Nc1ncnc2sccc12	1.6	0.1	-8	-2
CCCNCC(O)COc1ccccc1C(=O)CCc1ccccc1 (centres undefined)	0.6&-1.8&0.0&-2.5	0.0&0.1&0.0&0.0	10&3	19&18&10&-14
COc1ccc(Cl)cc1Nc1nc(-c2ccc([N+](=O)[O-])cc2)nc2ccccc12	-1.8	0.3	-5	14

Brought forward from above: five compounds, followed by the next part.
SMILES	GPR151 ag	FBW7 activator	TEAD-YAP block	MITF inh
O=C(CN1CCOCC1)Nc1ccc(Cl)cc1Cl	2.9	0.1	-2	6
Cc1cccc(OCC(=O)N/N=C\c2ccccc2OCC(=O)O)c1C	-1.2	0.4	3	13
Oc1ccc(Cl)cc1Nc1ncnc2sccc12	1.6	0.1	-8	-2
CCCNCC(O)COc1ccccc1C(=O)CCc1ccccc1 (centres undefined)	0.6&-1.8&0.0&-2.5	0.0&0.1&0.0&0.0	10&3	19&18&10&-14
COc1ccc(Cl)cc1Nc1nc(-c2ccc([N+](=O)[O-])cc2)nc2ccccc12	-1.8	0.3	-5	14
OC(CN1CCN(C2c3ccccc3-c3ccccc32)CC1)Cn1c2ccccc2c2ccccc21 (centres undefined)	-0.3	0.0	-1	14
O=C(Nc1ccccc1Cl)c1cc(S(=O)(=O)N2CCN(Cc3ccccc3)CC2)ccc1F	-0.4	0.1	-2	9
COc1ccc2c(c1)OC(C)CN(CCC(=O)NCC1(N3CCOCC3)CCCC1)C2 (centres undefined)	-0.8	0.0	4	-18
CCOC(=O)CSc1nnc(-c2c[nH]c3ccccc23)n1C	3.0	0.0	-3	1
Cc1nn(C(=O)C2CCCN2S(=O)(=O)c2ccc(Cl)cc2)c(C)c1Sc1ccccc1[N+](=O)[O-] (centres undefined)	-0.8	0.1	10	13
CC(=O)Oc1ccccc1N1C(=O)C=CC1=O	-1.2	0.4	-4	11
CCOc1ccc(CCNC(=O)CCc2nnc3ccc(N4CCOCC4)nn23)cc1	3.6	0.1	2	0
Cc1ccnc2nc(C(=O)OCC(=O)Nc3ccc(OCc4ccccc4)cc3)nn12	-1.7	0.1	-15	17
Nc1ncnc2oc(-c3ccco3)c(-c3ccco3)c12	-0.6	0.4	6	40
O=C(CC1C(=O)NCCN1CC(c1ccccc1)c1ccccc1)NCc1ccncc1 (centres undefined)	-0.7	0.4	-1	9
CCOC(=O)N1CCC2(CC1)OC(=O)C(C)=C2C(=O)O	-0.5	0.2	0	2
CCOC(=O)C1CCCCN1C/C=C/c1ccccc1[N+](=O)[O-] (centres undefined)	-0.6	0.0	-9	6
CC(OC(=O)c1oc2ccccc2c1COc1ccccc1)C(N)=O (centres undefined)	-0.4	0.0	-15	6
CNc1nc2ccccn2c(=O)c1/C=C1\SC(=S)N(Cc2ccccc2)C1=O	0.0	-0.1	0	1
CNC(=O)CCCc1nc(-c2ccccc2Cl)no1	-0.1	-0.1	-1	0
CN1CCC(N(C)C(=O)Cc2ccccc2[N+](=O)[O-])CC1	0.4	0.8	11	7
CCOC(=O)c1cnc2ccc(C)cc2c1Nc1cccc(C)c1	2.3	-0.1	5	3
CC(=O)OC(Cn1ccnc1)c1ccccc1 (centres undefined)	-0.3	0.2	1	9
Cc1ccc(N2C(=O)CC3(CCCC3)C2=O)cc1	0.2	0.2	0	19
CCOC(=O)c1cccc(N2C(=O)C3C4C=CC(CO)(O4)C3C2=O)c1 (centres undefined)	-0.8	-0.1	-1	11
CCc1c(C)nc2c(C(=O)NCc3ccc(F)cc3)c[nH]n2c1=O	-0.3	-0.1	14	-5
O=C(CCc1nc(-c2ccccc2Cl)no1)Nc1ccccc1F	0.7	0.0	-2	12
CCOC(=O)C1(Cc2ccccc2)CCN(Cc2cccc3nccnc23)CC1	1.8	-0.1	6	-4
O=[N+]([O-])c1ccc(Sc2nc3ccccc3[nH]2)c(Cl)c1	0.2	-0.1	8	6
COCCN(C1CCN(CCc2ccc(OC)cc2)CC1)S(C)(=O)=O	-0.3	0.6	2	1
COC(=O)C1=C(N)N2C(=O)C(C)SC2=C(C(=O)OC)C1c1ccccc1F (centres undefined)	2.8	0.2	0	2
Cc1ccc(OCC(O)CN2CCOCC2)c(C)c1 (centres undefined)	0.0	-0.1	0	13
COc1cc(Nc2nccc(N)n2)cc(OC)c1OC	-1.7	0.7	-2	10
NS(=O)(=O)c1ccc(CCNC(=O)c2csc3ccccc23)cc1	-0.6	-0.3	-1	-16
Cc1ccc(NC(=O)C(Cc2ccccc2)NC(=O)Oc2ccccc2)c(C)c1 (centres undefined)	0.7	-0.1	0	3
COC(=O)Nc1sc2c(c1C(N)=O)CCC(C)C2 (centres undefined)	0.8	0.1	3	6
CCOc1ccc(C(=O)N/N=C(/C)c2ccc(OC)cc2OC)cc1	1.5	0.1	-34	9
O=C(Cn1ncn2cccc2c1=O)NCc1ccccc1	-1.7	0.0	-35	5
CCOc1ccc(Br)cc1C(=O)N/N=C/c1ccccc1F	-0.4	0.0	6	4
Cc1ccc(N(CC(=O)NC(C)C)S(C)(=O)=O)c(C)c1	0.8	0.5	1	23
Oc1ccc(C2Nc3ccccc3-c3nnc(SCc4ccccc4)nc3O2)cc1O (centres undefined)	-0.1	-0.1	-6	12
O=C(O)CCCCCn1c(SCC(=O)c2ccc(Cl)c(Cl)c2)nc2ccsc2c1=O	-0.5	0.3	7	-3
CCOC(=O)CSc1nc2nccnc2c(=O)n1Cc1ccccc1	5.0*	0.1	1	5
Cc1ccccc1C(NC(=O)C1CCN(C(=O)C2CC2)CC1)c1ccccn1 (centres undefined)	0.9	-0.2	-5	-19
CCCC(=O)Nc1ccccc1NC(=O)COc1ccccc1OC	-0.2	0.0	-12	1
COc1ccc(-c2nc(C(=O)NCc3cccc(C(F)(F)F)c3)cs2)cn1	-0.5	-0.1	4	1
CCOc1cc(C=O)ccc1OCC(=O)Nc1ccccc1Br	1.3	0.1	7	13
CCN(CC)S(=O)(=O)c1ccc(C(=O)Oc2ccc(Cl)cc2)cc1	-2.0	0.4	0	6
CCCN(C(=O)c1ccc([N+](=O)[O-])cc1)c1c(C)n(C)n(-c2ccccc2)c1=O	-1.1	0.0	0	10
CCn1nc(C(=O)O)c2ccccc2c1=O	-0.1	0.2	3	10
COc1ccc(CNC(=O)c2c(C(F)(F)F)nc3ccccn23)cc1	0.2	-0.3	-8	13
COC(=O)c1sc(S(=O)(=O)Nc2c(C)nn(C)c2C)c(C(=O)OC)c1C	-0.2	-0.1	2	4
CCc1ccccc1NC(=O)CCCC(=O)OCC(=O)c1cccc([N+](=O)[O-])c1	-1.9	-0.1	3	-21
O=C(NC(=S)Nc1ccc2[nH]c(=O)[nH]c2c1)c1ccc2c(c1)OCO2	1.2	-0.2	-1	-3
COc1nc(NCCOc2ccccc2)nc(-c2c(C)noc2C)n1	-1.2	0.1	-9	-1
CCOc1ccc(/C=C2N=C(/C=C/c3ccc(C)cc3)OC\2=O)cc1	0.5	1.0	14	7
CC(=O)c1ccc(OCC(=O)Nc2cccc3ccccc23)cc1	-1.4	-0.2	-7	5
COc1ccccc1N1CCN(CC(=O)Nc2ccc(C)c(F)c2)CC1	-0.4	-0.1	4	9
O=C(c1cccnc1)N1CCN(Cc2ccccc2F)CC1	-0.7	0.0	-1	56*
NC(=O)NCc1ccccn1	-0.6	-0.1	3	3
Cc1ccc(OCCCN2CCNCC2)c(I)c1	1.2	-0.1	-13	43
CNC(=O)CSc1nnc(CCc2ccccc2)n1-c1ccccc1	-0.4	0.0	-5	2
CCn1nc(C)c(NC(=O)CSc2nnc(-c3ccco3)n2C)c1C	-2.3	-0.2	4	-11
COc1ccccc1C(=O)NCc1nnc(SCC(=O)N2N=C(c3cccs3)CC2c2ccc(F)cc2)n1-c1cc(C)ccc1C (centres undefined)	-1.0	0.1	0	10
Clc1ccc(Cn2c(-c3cncs3)nc3ccccc32)cc1Cl	-0.8	-0.2	4	2
(next part)
SMILES	GPR151 ag	FBW7 activator	TEAD-YAP block	MITF inh
O=C(c1ccc(-c2ccc([N+](=O)[O-])cc2Cl)o1)N1CCOCC1	-1.2	-0.2	-39	13
O=C(Nc1cccc(C(=O)O)c1)/C(=C\c1ccco1)NC(=O)c1ccc(Br)cc1	1.5	-0.3	-2	-3
CCc1c(C)nc2ncnn2c1Nc1cccc(F)c1	1.1	0.0	2	3
Cc1cc(NC(=O)CSc2ncnc3c2cnn3-c2cccc(Cl)c2)no1	2.5	-0.2	5	-18
CCOC(=O)c1c(-c2ccccc2)csc1NC(=O)c1cccc([N+](=O)[O-])c1C	-1.9	0.4	7	9
COc1cc(C(=O)COC(=O)COc2ccc(C(C)=O)cc2)ccc1OC(F)F	-1.4	0.6	-10	4
COc1cccc(NC(=O)CSC2=NS(=O)(=O)c3ccccc32)c1	-0.7	0.7	2	0
CCOC(=O)C1(Cc2cccc(OC)c2)CCN(Cc2cccc(OCCO)c2)CC1	-1.1	0.1	4	6
O=C(CN1CCN(C(=O)N2CCOCC2)CC1)Nc1ccc(F)cc1	-1.1	0.3	1	2
N#CC(C#N)=CNc1ccccc1	0.1	-0.1	10	1
CN1C(=O)CC(CC(=O)N2CCC(c3ccncc3)CC2)(c2ccccc2Cl)C1=O (centres undefined)	0.1	0.1	-3	10
Cc1cnc(Nc2nc3ccccc3n2C)nc1NCc1cccc(C(F)(F)F)c1	0.5	-0.1	16	2
CCC(=O)Nc1ccc(S(=O)(=O)Nc2nnc(CC)s2)cc1	0.3	0.2	8	8
CCOC(=O)c1c(NC(=O)CSc2nc(C)nc3sc4c(c23)CCC4)sc(C(=O)OC)c1C	2.2	-0.1	5	10
COCCCN1C(=O)C(O)=C(C(C)=O)C1c1ccc(F)cc1 (centres undefined)	-0.8	0.0	-2	15
O=C(NCC(c1ccco1)S(=O)(=O)c1ccccc1)c1ccccc1F (centres undefined)	-0.6	0.1	-11	2
O=C(Cc1noc2ccccc12)Nc1ccccc1Cl	-3.9	0.5	-28	3
COC(=O)C1=C(C)NC(C)=C(C(=O)OC)C1c1ccc(Br)cc1	0.3	-0.1	-7	-3
COc1ccc(CN2CCCCC2)c(OC)c1	1.1	-0.1	0	-6
O=C(Nc1nc(-c2ccc(Br)cc2)cs1)c1ccc([N+](=O)[O-])cc1Cl	1.1	-0.1	17	-1
O=C(C1CCCN(S(=O)(=O)c2ccc(Cl)cc2)C1)N1CCOCC1 (centres undefined)	0.9	0.5	12	10
COc1ccc(-c2nnc(Oc3ccc(C)cc3)c3ccccc23)cc1	-0.6	-0.1	-3	-2
O=c1oc2ccc([N+](=O)[O-])cc2cc1-c1nc2ccccc2o1	1.2	-0.2	-5	1
CCOC(=O)c1cnc2ccc(C)cc2c1Nc1ccc(N2CCCCC2)cc1	0.3	-0.1	-7	4
O=C(O)CCNS(=O)(=O)c1ccccc1Br	-0.8	-0.1	-2	3
CC(=O)c1ccc(N2C(=O)C3C4C=CC(C5CC45)C3C2=O)cc1 (centres undefined)	0.8	0.0	-28	19
COc1ccccc1NC(=O)c1c(C)nc(SCC(=O)c2ccccc2)c(C#N)c1-c1ccc(C)o1	1.4	0.0	5	5

A stretch from further up:
SMILES	GPR151 ag	FBW7 activator	TEAD-YAP block	MITF inh
CC(=O)c1ccc(N2C(=O)C3C4C=CC(C5CC45)C3C2=O)cc1 (centres undefined)	0.8	0.0	-28	19
COc1ccccc1NC(=O)c1c(C)nc(SCC(=O)c2ccccc2)c(C#N)c1-c1ccc(C)o1	1.4	0.0	5	5

The order is random; 3.5% or so of the library scored in one or more.
